Bioassay records (PubChem)
GlmU inhibition – inhibition of mycobacterial GlmU enzyme – biochemical, glucosamine-1-phosphate acetyltransferase (AID 1376); M. tuberculosis GlmU acetyltransferase enzyme assay; higher % means a stronger effect; inhibition, %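 (tested at 30 µM in the primary screen)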, or IC50 in µM where a hit was titrated; actives 0.25% (n = 220,000); in the data active = inhibition above about 13%;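 note: 0% = complete reaction with vehicle and 100% = reaction without substrate; strong numbers were not always called active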
Mtb RmlCD inh – blocks M. tuberculosis RmlC and RmlD coupled enzymes; P9WH09+P9WH11; inhibition, % at 3.6 µM; AID 1533; actives 0.03% (n = 160,000); RmlC+RmlD coupled enzyme assay, percent inhibition; primary screen in compound mixtures; in the data active = inhibition mostly above about 34%, no sharp cut-off; note: some results filed as inactive read as strong as hits
Target sequence (P9WH09 whole entry, looked up): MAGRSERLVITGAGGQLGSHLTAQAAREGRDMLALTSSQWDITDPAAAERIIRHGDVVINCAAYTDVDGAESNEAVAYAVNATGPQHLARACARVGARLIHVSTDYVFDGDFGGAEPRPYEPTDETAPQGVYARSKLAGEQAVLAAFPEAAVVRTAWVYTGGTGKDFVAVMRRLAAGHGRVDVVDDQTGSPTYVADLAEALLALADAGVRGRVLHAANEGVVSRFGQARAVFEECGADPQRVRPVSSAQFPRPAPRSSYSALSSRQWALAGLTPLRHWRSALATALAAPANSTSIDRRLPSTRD
Target sequence (P9WH11 whole entry, looked up): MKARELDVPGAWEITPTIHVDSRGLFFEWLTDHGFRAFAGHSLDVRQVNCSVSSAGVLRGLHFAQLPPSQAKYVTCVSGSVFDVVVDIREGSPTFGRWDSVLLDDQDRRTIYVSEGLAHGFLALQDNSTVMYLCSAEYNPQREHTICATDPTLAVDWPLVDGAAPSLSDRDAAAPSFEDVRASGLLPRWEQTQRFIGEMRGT
* = called active by the depositor; · = not tested or not shown. A portion of the library; rates above refer to the full screens.

Values run as follows: Mtb RmlCD inh, GlmU inhibition
CCC(=NCCC1=CCCCC1)c1c(O)[nH]c(=O)[nH]c1=O
    4, 5.2%
CC1(C)CC(=O)C2=C(C1)OC(N)=C(C#N)C21C(=O)N(CN2CCOCC2)c2ccccc21 (stereo not drawn)
    ·, -6.0%
Cc1cccc(N2CC3=C(C2=O)C(c2ccccc2)NC(=O)N3C)c1 (stereo not drawn)
    -11, 1.0%
CCN(Cc1ccccc1)C(c1ccncc1)c1nnnn1C(C)(C)C (stereo not drawn)
    -5, -3.6%
Cc1ccc(O)c(C(CC(=O)NCc2ccco2)c2ccccc2)c1 (stereo not drawn)
    10, 2.1%
CCOC(=O)C1(C)/C(=N/Nc2ccc(Cl)cc2)C(=O)C(=O)N1c1ccccc1 (stereo not drawn)
    4, 2.1%
COc1ccc(C(=O)O/N=C(/C(N)=O)P(=O)(OC(C)C)OC(C)C)cc1
    ·, 5.3%
O=C1OC(c2ccc3c(c2)OCO3)N(C(=O)c2ccc(Cl)c(Cl)c2)c2ccccc21 (stereo not drawn)
    106, -0.2%
O=c1cc(CSc2nnc3ccccn23)c2c(ccc3ccccc32)o1
    ·, 5.6%
Cc1[nH]c(=O)[nH]c(=O)c1NC(=O)CSc1ncccc1-c1nc2ccccc2[nH]1
    11, -0.2%
Cc1ccc(Cl)cc1N1CCN(C(=O)C2CCN(c3nnc(-n4cccc4)s3)CC2)CC1
    ·, -6.9%
Cc1nn(C)c(C)c1/C=C(/C(=O)C(C)C)n1cncn1
    13, -2.7%
COc1cccc(C(=O)C2CCCN(Cc3cnn(C(C)C)c3)C2)c1 (stereo not drawn)
    ·, 1.2%
CCCn1c(SCC(=O)NCc2ccccc2)n[nH]c1=O
    -6, 3.9%
Cc1ccc(-c2noc(CCC(=O)N3CCN(c4cccc(C(F)(F)F)c4)CC3)n2)cc1
    -6, 0.8%
CCOC(=O)c1ccc(NC(=O)c2nc[nH]c2C(=O)N[C@@H](Cc2ccccc2)C(=O)OC(C)(C)C)cc1
    -9, 4.8%
CCN(CC)c1ccc(NC(=O)CN2C(=O)CSc3ncccc32)c(C)c1
    5, 2.7%
C/C(CC(=O)Nc1ccc(N(C)C)cc1)=N\NC(=O)Cc1csc(N)n1
    3, 8.1%
COc1ccc(S(=O)(=O)N2CC(O)CC2C(=O)OCc2nc3sc(C)c(C)c3c(=O)[nH]2)cc1 (stereo not drawn)
    12, -4.8%
Cc1nn(-c2ccccn2)c(C)c1Oc1ccccc1O
    -8, -0.9%
COc1ccc(NS(=O)(=O)c2ccc(Cl)c(NC(=O)c3cccnc3Cl)c2)cc1
    9, 1.1%
Clc1ccc(COn2c(-c3ccc(Cl)cc3Cl)nc3ncccc32)cc1
    5, -2.8%
CN1CCC(N(C)C(=S)NCCc2ccccc2)CC1
    -6, -0.1%
O=C(c1ccccc1)[C@@H]1[C@@H]2C(=O)N(c3ccc(F)cc3)C(=O)[C@@H]2C2CCCN21 (stereo partly drawn)
    -1, 6.1%
O=[N+]([O-])c1cccc(/C=C/c2nc(C=Nc3ccccc3)c(O)o2)c1
    -11, -2.5%
Cc1nn(-c2ccccc2)c(Cl)c1/C=C/C(=O)c1ccc(O)cc1
    9, 4.5%
CCOC(=O)C1(CCOc2ccccc2)CCN(CCCn2cccn2)CC1
    -9, -2.2%
CCOC(=O)c1sc(-c2ccc(C)cc2)c(C#N)c1C
    9, 8.6%
Clc1ccc(CO/N=C(\Cn2ccnc2)c2ccc(Cl)cc2Cl)c(Cl)c1
    ·, 3.9%
COc1ccc(-c2nnc3ccc(SCC(=O)N4CCCC4)nn23)cc1
    6, 8.3%
CCOc1cc(NC(=O)c2ccccn2)c(OCC)cc1NC(=O)c1ccc(C)cc1
    7, 1.0%
O=C1C2CC=CCC2C(=O)N1Cc1ccccc1 (stereo not drawn)
    ·, 2.9%
O=C(Nc1ccccc1-c1ccccc1)c1ccc(Cl)c([N+](=O)[O-])c1
    ·, -6.8%
O=C1NC(=O)N(c2ccccc2)C(=O)/C1=C/c1ccc([N+](=O)[O-])s1
    -10, 9.3%
COn1c2c(c3c4nonc4ccc31)CCCC2
    -6, 6.1%
Cc1ccc(NC(=O)c2cccs2)cc1S(=O)(=O)Nc1cccc(Cl)c1
    -6, -1.9%
Cc1cc(C)c(CN2CCCC(CNC(=O)c3ccc(F)cc3)C2)c(-n2cccn2)c1 (stereo not drawn)
    4, -3.8%
CCN(CC)C(=O)CSc1nc2[nH]ncc2c(=O)[nH]1
    -9, -1.9%
CC(C)=CC(=O)OCC(=O)Nc1ccc(SC(F)F)cc1
    ·, -1.9%
O=C(NCc1ccccc1)c1csc2c1CCCCC2
    ·, 0.2%
OCC1CCCN(c2ncnc3scc(-c4ccccc4)c23)C1 (stereo not drawn)
    -9, 1.5%
CC(OC(=O)c1ccc(Cl)nc1)C(=O)NC(C)(C)C (stereo not drawn)
    -10, -0.4%
Cc1ccccc1-c1nnc(-c2ccc(Cl)cc2)o1
    24, 7.7%
COc1ccc2c(c1OC)C(=O)OC2Nc1ccccc1S(=O)(=O)C(F)F (stereo not drawn)
    ·, 1.5%
O=C(CCC1CCCN(C(=O)CCC(F)(F)F)C1)NCc1ccc(F)c(F)c1 (stereo not drawn)
    9, -0.5%
C=CCSc1nnc(Cn2c(=O)sc3ccccc32)n1C
    -2, 4.6%
Cc1ccc(C2N3CC4([N+](=O)[O-])CN2CC([N+](=O)[O-])(C3)C4(C)C)cc1 (stereo not drawn)
    7, 3.5%
O=c1cc(O)c(-c2ccccc2)c(Cl)[nH]1
    21, -4.0%
COc1cc(Cl)ccc1NC(=S)N(CCN(C)C)C(C)c1ccncc1 (stereo not drawn)
    5, -4.2%
CCN1CCc2c(OCc3ccccc3)cccc2C1=O
    11, -2.4%
CCCOc1ccc(NC(=O)CC2C(=O)N(C)C(=S)N2Cc2ccc3c(c2)OCO3)cc1 (stereo not drawn)
    -11, 1.8%
CO[C@H]1O[C@@H]2O[C@@]3(C)CC[C@H]4[C@H](C)CC[C@@H]([C@H]1C)[C@@]24OO3
    ·, 2.1%
CCCOc1ccccc1NC(=O)c1ccc(N)cc1
    ·, 6.2%
O=C(O)c1cn(C2CCCCC2)c2ccccc2c1=O
    -7, 3.9%
C=C[C@@]1(C)CC(=O)[C@]2(O)[C@@]3(C)[C@@H](O)CCC(C)(C)[C@@H]3[C@H](OC(C)=O)[C@H](O)[C@@]2(C)O1
    ·, 4.7%
CCCCOc1cccc(/C=N/NC(=O)c2csc(C)c2C)c1
    -8, 6.2%
COc1ccc2c(c1)[nH]c1c(=O)n(/N=C/c3ccc(OC)c(CN4CCCC4)c3)cnc12
    ·, -2.2%
COc1ccccc1Sc1ccccc1CC(C)N (stereo not drawn)
    -12, 4.2%
O=C1CC(c2ccccc2)NC(=O)N1 (stereo not drawn)
    -1, 6.7%
O=C(N/N=C(/c1ccccc1)c1ccncc1)c1ccc2c(c1)OCO2
    7, 5.0%

Later entries:
Values run as follows: Mtb RmlCD inh, GlmU inhibition
CC1CCN(c2ccc(C(=O)NCCc3ccccc3)cn2)CC1
    11, 6.3%
O=C(NCCn1cc(SCC(=O)N2CCOCC2)c2ccccc21)c1c(F)cccc1F
    -5, 7.4%
CCOc1ccc(C(=O)N2CCN(c3cccc(C)c3C)CC2)cc1
    -6, -4.9%
CCc1ccccc1NC(=O)CN(C)C(=O)Cn1cc(C(F)(F)F)cc(Cl)c1=O
    8, -2.5%
Cc1ccnc(N2CCC(C(=O)NNC(=O)c3ccccc3)CC2)n1
    -1, -3.0%
COC(=O)CC1COc2ccccc2N1C(=O)c1ccc(OC)cc1 (stereo not drawn)
    -4, 1.0%
COc1ccc(OCC(=O)N2CCN(Cc3nc4cc([N+](=O)[O-])ccc4n3C)CC2)cc1
    ·, 0.8%
O=C(Nc1ncc(Cc2ccccc2)s1)C1=NCCN1
    -13, 0.3%
COc1cc(CNCCc2c[nH]c3ccccc23)ccc1OCc1ccc(F)cc1
    ·, -13%
CN(C)C(=O)Nc1cccc(OC(=O)N(C)C)c1
    ·, -1.9%
CN1C(=O)CC(N2CCN(CC(N)=O)CC2)C1=O (stereo not drawn)
    ·, 1.2%
CC(=NCCc1ccccc1)c1c(O)[nH]c(=O)[nH]c1=O
    7, 3.3%
Cc1c(NCc2nc3ccccc3[nH]2)c(=O)n(-c2ccccc2)n1C
    ·, -3.1%
COc1cc(/C=N/Nc2ncc(C(F)(F)F)cc2Cl)cc(OC)c1O
    -15, -4.3%
COCc1nnc(NC(=O)CSc2ccc(C)cc2)s1
    6, 11%
COc1ccc(CNC(=O)Cn2nnc(-c3ccc(NC(=O)C4CCCCC4)cc3)n2)cc1
    -8, 2.4%
CCNC(=O)/C=C1\NC(C)(C)Cc2c1ccc1ccccc21
    ·, -5.2%
CNC(=S)N1CCN=C1Nc1nc(C)cc(C)n1
    -7, -8.8%
CC(C)Cc1nnc(NC(=O)c2cc3c(s2)CCC3)s1
    -9, 2.2%
CCOC(=O)c1oc2ccc(/C=N/O)c(Cl)c2c1C
    -4, -0.2%
CCOC(=O)c1sc(C)c2c(=O)n(CC)nnc12
    -8, 4.7%
N/C(Cc1cccc2ccccc12)=N\O
    9, -3.6%
CS(=O)(=O)Nc1ccc(C(=O)N2CCN(c3ccccc3F)CC2)cc1
    8, -8.5%
CSc1nc(-c2ccc(F)cc2)cc(=O)[nH]1
    9, -3.4%
NS(=O)(=O)c1ccc(CCNCc2cc(Br)ccc2OCc2ccccc2F)cc1
    1, 0.0%
CCCCNC(=S)NNC(=O)c1c(C)nc2ccccn12
    -9, 7.8%
Cc1cc(Oc2ccccc2)nc(OCC#N)n1
    ·, 3.0%
N#Cc1c(N)nc(N)nc1Nc1ccc(Br)cc1
    ·, 3.1%
COc1ccc(C(c2c(O)nc(SC)n(C)c2=O)c2c(O)nc(SC)n(C)c2=O)cc1O
    7, 1.8%
CC1CN=C(NCc2ccncc2)S1 (stereo not drawn)
    ·, -0.1%
O=C1c2ccccc2NC(c2ccccn2)N1c1ccc(Cl)cc1 (stereo not drawn)
    27, 1.0%
CCCCCn1c(N(C)Cc2ccccc2)nc2c1c(=O)[nH]c(=O)n2C
    6, 0.8%
CCOC(=O)Nc1ccc2c(c1)N(C(=O)N1CCN(C)CC1)c1ccccc1CC2
    14, -1.8%
Cc1noc(C)c1S(=O)(=O)NCCCN1CCN(Cc2ccccc2)CC1
    1, ·
O=C(NCCCn1ccnc1)c1cc(C(=O)C2CCCCC2)c[nH]1
    0, -3.7%
Cc1sc(NC(=O)C2CC(Cl)=CCC2C(=O)O)c(C#N)c1C (stereo not drawn)
    -3, 3.5%
COc1ccc(-c2nc3ccccc3c(=O)n2-c2ccc(OC)cc2)cc1
    47, 7.6%
COC(c1ccccc1)c1nnc(CCC(=O)N2CCN(CCOc3ccccc3)CC2)o1 (stereo not drawn)
    -46, 4.8%
C#CCNC(=O)C1=C[C@H](c2ccc(Br)cc2)C[C@H](OCc2ccc(CO)cc2)O1
    ·, 6.0%
COCCn1nnnc1CN1CCC(C)CC1
    ·, 7.4%

Brought forward from above: 5 compounds; new compounds follow.
Values run as follows: Mtb RmlCD inh, GlmU inhibition
Cc1sc(NC(=O)C2CC(Cl)=CCC2C(=O)O)c(C#N)c1C (stereo not drawn)
    -3, 3.5%
COc1ccc(-c2nc3ccccc3c(=O)n2-c2ccc(OC)cc2)cc1
    47, 7.6%
COC(c1ccccc1)c1nnc(CCC(=O)N2CCN(CCOc3ccccc3)CC2)o1 (stereo not drawn)
    -46, 4.8%
C#CCNC(=O)C1=C[C@H](c2ccc(Br)cc2)C[C@H](OCc2ccc(CO)cc2)O1
    ·, 6.0%
COCCn1nnnc1CN1CCC(C)CC1
    ·, 7.4%
CC1CC(OCC(O)CN2CCOCC2)CC(C)(C)C1 (stereo not drawn)
    -9, 4.7%
CCN(CC)CCSc1nc(O)c(Cc2ccccc2)c(=O)n1-c1ccccc1
    -13, 3.9%
COc1cc(C(=O)N(Cc2cccc(Cl)c2)C2CCS(=O)(=O)C2)cc(OC)c1OC (stereo not drawn)
    -9, -2.3%
COc1cc2cc(C(=O)O)[nH]c2c(OC)c1OC
    3, 2.5%
COc1ccc(N2C(=O)CC(Sc3n[nH]c(-c4ccccc4)n3)C2=O)cc1 (stereo not drawn)
    8, -1.1%
CCc1nc(SC)[nH]c(=O)c1C
    ·, -0.1%
O=C(Nc1ccc(Cl)cc1C(=O)c1ccccc1)c1ccccc1
    5, ·
CN(C)CCc1c[nH]c2ccc(Cn3cncn3)cc12
    ·, 2.0%
CCN(CC)c1ccc(/C=N/n2c(=S)[nH]nc(C)c2=O)cc1
    ·, 4.9%
COc1ccccc1N1CCN(C(=O)CSc2nc(C)cc(=O)[nH]2)CC1
    11, 0.5%
CCn1cc(C(=O)NC2CCCCC2)c(=O)c2cc(S(=O)(=O)N(C)C)ccc21
    1, -2.7%
CCOC(=O)N1CCC(N2C(=O)c3ccccc3C2Nc2c(C)cccc2C)CC1 (stereo not drawn)
    8, ·
CCc1ccccc1NS(=O)(=O)c1ccc2c(c1)NC(=O)CC(=O)N2
    -3, -3.9%
CSCc1nnc(NC(=O)c2ccc(S(=O)(=O)N(CC(C)C)CC(C)C)cc2)o1
    -7, ·

Some of the entries above, reformatted:
canonical_smiles | Mtb RmlCD inh | GlmU inhibition
CCC(=NCCC1=CCCCC1)c1c(O)[nH]c(=O)[nH]c1=O | 4 | 5.2%
CC1(C)CC(=O)C2=C(C1)OC(N)=C(C#N)C21C(=O)N(CN2CCOCC2)c2ccccc21 (stereo not drawn) | · | -6.0%
Cc1cccc(N2CC3=C(C2=O)C(c2ccccc2)NC(=O)N3C)c1 (stereo not drawn) | -11 | 1.0%
CCN(Cc1ccccc1)C(c1ccncc1)c1nnnn1C(C)(C)C (stereo not drawn) | -5 | -3.6%
